# Screening data as filed in PubChem BioAssay.
# M4 PAM: positive allosteric modulators of human muscarinic M4 receptor; P08173; CHO-K1 hM4/Gqi5, Fluo-8 calcium fluorescence, ACh EC20; 0% = ACh EC20, 100% = maximal ACh; activation, % at 3 µM; hit rate 0.4% among 360,000; AID 624126;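 active = activation above its plate's cutoff, the mean activation of sample wells plus 3 SD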; also: some results filed as inactive read as strong as hits
# Target sequence (P08173 whole entry, looked up): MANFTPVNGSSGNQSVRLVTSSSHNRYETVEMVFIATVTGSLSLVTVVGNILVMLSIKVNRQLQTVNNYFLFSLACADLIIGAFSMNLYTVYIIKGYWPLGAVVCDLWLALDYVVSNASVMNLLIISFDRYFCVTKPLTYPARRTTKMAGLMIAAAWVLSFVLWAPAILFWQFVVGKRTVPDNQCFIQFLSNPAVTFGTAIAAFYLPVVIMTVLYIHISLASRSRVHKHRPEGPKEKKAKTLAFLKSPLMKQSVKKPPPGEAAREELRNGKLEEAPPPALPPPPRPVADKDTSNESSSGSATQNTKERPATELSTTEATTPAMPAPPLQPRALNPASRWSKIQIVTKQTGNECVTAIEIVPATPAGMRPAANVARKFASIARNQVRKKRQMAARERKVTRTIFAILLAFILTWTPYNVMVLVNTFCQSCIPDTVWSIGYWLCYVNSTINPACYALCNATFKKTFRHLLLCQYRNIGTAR
# CHRM4 antagonist: blocks acetylcholine activation of human M4 receptor | P08173 | CHO-hM4 cells, ACh EC80, Fluo-8 calcium fluorescence | inhibition, % at 3 µM | hit rate 0.73% among 360,000 | AID 624125;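 active = inhibition above its plate's cutoff, the mean inhibition of sample wells plus 3 SD, cut at about 27% in these data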;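 also: 0% = acetylcholine EC80 with DMSO and 100% = DMSO without agonist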
# M4 ag: CHRM4 agonism in calcium assay; P08173; CHO-K1 hM4/Gqi5, Fluo-8 calcium fluorescence; vehicle 0%, full acetylcholine response 100%; activation, % at 3 µM; hit rate 0.14% among 360,000;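 active = activation above the run mean over all test wells plus 3 SD, cut at about 32% in these data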;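 also: peak over basal fluorescence ratio per well then scaled between controls; 0% = DMSO wells and 100% = acetylcholine at EC100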
# CRFR2-BP ag: agonists of human CRF-binding protein/CRF-R2 receptor complex; activation, % at 13.2 µM; AID 588473; hit rate 0.46% among 350,000; HEK293 CRF-R2/CRF-BP, calcium dye fluorescence (FLIPR); percent of saturating CRF peptide response;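 active = activation of at least 50%, plus an integration ratio under a set limit after plate pattern correction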;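 also: plate controls were neutral control wells without compound for no effect and CRF at EC100 for full effect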
# M5 PAM: potentiates acetylcholine response at human M5 receptor | P08912 | CHO-K1 hM5, Fluo-8 calcium, ACh EC20 PAM; 0% = ACh EC20, 100% = ACh EC100 | activation, % at 3 µM | hit rate 0.3% among 360,000;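 active = activation above the run cutoff, the mean activation of all test compounds plus 3 SD, cut at about 18% in these data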
# Target sequence (P08912 whole entry, looked up): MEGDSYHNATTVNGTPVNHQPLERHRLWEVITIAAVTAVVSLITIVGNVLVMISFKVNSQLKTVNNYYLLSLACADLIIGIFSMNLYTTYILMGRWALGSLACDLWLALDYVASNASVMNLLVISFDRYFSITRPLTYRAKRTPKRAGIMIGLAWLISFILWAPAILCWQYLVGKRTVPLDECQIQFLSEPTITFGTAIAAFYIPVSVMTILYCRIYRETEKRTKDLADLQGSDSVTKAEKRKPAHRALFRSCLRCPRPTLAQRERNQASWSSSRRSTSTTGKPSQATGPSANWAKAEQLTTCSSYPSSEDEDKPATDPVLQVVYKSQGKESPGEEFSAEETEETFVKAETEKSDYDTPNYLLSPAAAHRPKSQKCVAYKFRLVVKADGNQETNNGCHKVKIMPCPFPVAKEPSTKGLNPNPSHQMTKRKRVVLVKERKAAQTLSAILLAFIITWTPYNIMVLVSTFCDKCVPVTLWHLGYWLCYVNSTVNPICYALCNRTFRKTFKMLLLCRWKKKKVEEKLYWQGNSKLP
#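 system = human M5 receptor in CHO-K1 cells | compound = one concentration, 3 µM final (nominal) | schedule = Post-acetylcholine fluorescence recording 140 s | signal = Fluo-8 calcium dye fluorescence, kinetic read | benchmarks = low control EC20 acetylcholine (0%), high control EC100 acetylcholine (100%) | repeats = singlicate, one well per test compound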
# M5 ag: CHRM5 agonism in calcium assay | hit rate 0.19% among 360,000 | AID 624037 | activation, % at 3 µM | P08912 | CHO-K1 hM5 cells, Fluo-8 calcium fluorescence; 0% DMSO wells, 100% maximal acetylcholine response;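 active = activation above the run's mean over test compounds plus 3 SD, cut at about 23% in these data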;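 also: signal is peak over basal fluorescence ratio across the kinetic read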
# M5 antag: CHRM5 antagonism in calcium assay; P08912; CHO-hM5 cells, Fluo-8 calcium fluorescence, ACh EC80; inhibition, % at 3 µM; hit rate 0.59% among 360,000;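 active = inhibition above a per-plate cutoff, the mean of that plate's test compounds plus 3 SD, cut at about 27% in these data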;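 also: 0% = acetylcholine EC80 with DMSO and 100% = DMSO without agonist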
# IDE inh: inhibits human insulin-degrading enzyme in HEK cells; inhibition, % at 5.59 µM; hit rate 0.41% among 320,000; AID 434962; FAbetaB cleavage, fluorescence polarization;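 active = percent inhibition above the average of all tested compounds plus 3 SD, set per screening campaign, cut at about 16% in these data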;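 also: IDE supplied by intact live HEK cells; FP after avidin binding of uncleaved biotin substrate so inhibition keeps polarization high; 0% = DMSO wells and 100% = 60 µM reference IDE inhibitor Ii1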
# CRFR2-BP antag: blocks CRF-induced signaling of the CRF-BP/CRF-R2 complex; hit rate 0.59% among 350,000; HEK293 CRF-R2/CRF-BP, CRF-induced calcium fluorescence; inhibition, % at 11.8 µM;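 active = inhibition of the ligand-induced calcium signal above about 50% at the single tested concentration, limit read from the data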
# Numbers without * were called inactive; nt = not tested or not shown. No enrichment for hits; overall some 2.9% were active at least once.
SMILES,M4 PAM,CHRM4 antagonist,M4 ag,CRFR2-BP ag,M5 PAM,M5 ag,M5 antag,IDE inh,CRFR2-BP antag
Cc1ccc(/C=C2\SC(=S)N(C(Cc3ccccc3)C(=O)O)C2=O)cc1 (stereo unspecified),-2,3,0,-1.7,0,-2,-3,5,45
CCN(c1cc(C)cc(C)c1)S(=O)(=O)c1nnc(NC(=O)C(C)(C)C)s1,0,-18,1,-1.5,-2,-3,-1,nt,24
O=C(OCc1nc2ccccc2[nH]1)C12CC3CC(CC(C3)C1)C2,-8,-2,8,0.8,-8,0,10,-2,-40
CC(=O)Nc1cccc2cc(S(=O)(=O)O)ccc12,5,-2,0,nt,2,2,-2,nt,nt
Cc1ccc(S(=O)(=O)N2CCOCC2)cc1NC(=O)COC(=O)C1CCC1,3,-9,2,-0.1,1,0,-1,nt,-11
COc1ccccc1NC(=O)Cn1nc(C)n2cccc2c1=O,8,-7,2,0.0,1,0,-1,-1,-1
O=[N+]([O-])c1cccc(OCCCN2CCC(Cc3ccccc3)CC2)c1,-17,38*,14,0.8,-32,-25,6,4,-25
CCN1C(=O)CC(c2ccccc2)CC1=O,-1,-2,-1,1.4,-5,-2,18,0,-1
c1ccc(OCCNc2nc(NCC3CC3)nc3ccsc23)cc1,-13,20,15,nt,-12,2,13,nt,nt
CCOC(=O)C1=C(COC(=O)CSc2ccc(C)cc2)NC(=O)NC1C (stereo unspecified),5,-6,4,-1.8,2,2,-2,-4,7
O=c1[nH]c(/C=C/c2cccc(Br)c2)nc2ccccc12,-1,-3,1,1.0,9,2,-12,5,-17
CC1CCN(c2ccc(C(=O)O)cc2)CC1,-2,11,0,-0.7,1,0,3,1,-6
C[C@@]12C(C[C@H](O)[C@@]34C[C@@H](CCC13)[C@@H](CO)C4=O)[C@](C)(C(=O)O)CC[C@@H]2O (stereo partly specified),2,2,0,nt,4,2,0,nt,nt
CC(=O)Nc1ccccc1NC(=O)COc1cccc2ccccc12,3,1,6,0.3,-2,-2,2,-1,-1
COc1ccccc1NC(=S)NC1CC2CCC1C2 (stereo unspecified),-11,-1,-1,-3.1,-9,-5,12,-2,3
COc1ccc(N2CCN(C(=O)CCCC(=O)c3ccccc3)CC2)cc1,0,-9,3,-0.9,-4,4,-2,0,2
O=C(OCC(=O)N1CCc2ccccc21)c1nc(Cl)ccc1Cl,-9,3,4,-2.4,-2,-3,11,-6,26
CCOC(=O)C(C)n1cnc2c(nnn2-c2ccccc2)c1=O (stereo unspecified),-5,5,0,1.0,-2,1,-1,0,-9
CC(C)N(CCn1c(=S)[nH]c2ccccc2c1=O)C(C)C,-1,-3,0,50*,-2,-14,-7,2,5
Cc1ccc(-c2nnc(Cc3ccc(Cl)cc3)o2)cc1,0,-4,-2,-0.5,-7,-1,3,0,13
Cc1noc(C)c1S(=O)(=O)N1CCN(c2ccccc2)CC1,2,-3,1,-2.3,-1,-3,3,6,12
Cc1ccc(-c2csc3nc(C)n(N)c(=O)c23)cc1,-3,-1,0,1.4,-1,1,1,4,2
Cn1c(=O)c2c(nc(NC(Cc3ccccc3)C(=O)O)n2Cc2ccccc2)n(C)c1=O (stereo unspecified),-4,5,1,-0.1,-3,-4,-4,-2,-5
CN(C(=O)COC(=O)c1cc(S(=O)(=O)N2CCOCC2)ccc1Cl)C1CCS(=O)(=O)C1 (stereo unspecified),-3,2,-1,1.1,-8,0,10,-5,7
Cc1occc(=O)c1OCc1ccc(F)cc1,-2,5,1,-0.3,-2,-4,3,4,-2

# The results go on.
SMILES,M4 PAM,CHRM4 antagonist,M4 ag,CRFR2-BP ag,M5 PAM,M5 ag,M5 antag,IDE inh,CRFR2-BP antag
O=C1CCCCN1CCc1c[nH]c2ccccc12,-6,-8,0,0.4,-4,-2,-1,-2,-17
O=C(Cc1ccc([N+](=O)[O-])cc1)c1ccc(O)cc1O,-5,11,3,-2.3,-2,3,-2,5,22
CCNC(=S)Nc1ccc2cn[nH]c2c1,-7,3,0,2.6,1,-1,6,5,-11
COc1ccc(C(=O)N/N=C/c2ccc(N3CCOCC3)s2)cc1OC,-1,-5,1,0.1,1,2,-3,1,4
O=C(Cn1c(=O)oc2ccccc21)Nc1ccc(Cl)cc1,-2,3,3,0.5,-2,4,4,5,-7
O=C1CC(c2ccccc2Cl)CC(O)=C1C=NCCCO (stereo unspecified),-2,2,1,1.0,-4,0,9,9,9
Nc1nc2c3ccccc3nc(Cc3ccccc3)n2n1,3,-1,3,-0.4,-9,0,0,-3,0
Cc1ccc(Cn2nnc3c(=O)n(CC(=O)NCc4ccc5c(c4)OCO5)cnc32)cc1,-1,4,1,-2.2,1,0,1,-1,20
O=C(NCc1cccnc1)Nc1ccc(Cl)cc1,-2,2,1,-0.1,4,-3,-4,3,-6
C[C@]1(CO)CCC[C@@]2(C)C1CC[C@@H](CO)[C@@H]2CCc1ccoc1 (stereo partly specified),-5,4,14,11,-11,5,19,3,-25
CCOC(=O)C12CNC(=O)C(C(=O)OCC)(CNC1=O)C2,5,3,0,-1.2,6,-3,-1,4,16
COc1ccc(NC(=O)CC2SC(N3CCOCC3)=NC2=O)c(OC)c1 (stereo unspecified),-2,7,0,0.3,-6,3,2,9,3
Fc1cccc(Cl)c1-c1nnc2ccc3ccccc3n12,-3,12,6,0.9,-12,2,19,0,-9
O=C(CCn1c(=O)c2ccccc2n(Cc2cccc([N+](=O)[O-])c2)c1=O)N1CCc2ccccc2C1,16,-1,1,1.2,2,-1,-5,4,8
Cc1ccccc1CNc1nc(N)n(-c2ccccc2)n1,-4,9,1,-1.0,-1,1,-3,1,18
COCCNC(=O)C1(C)CCCN(Cc2csc3ccccc23)C1 (stereo unspecified),-2,0,0,nt,-5,-1,10,nt,nt
CC(=O)c1cnc2c(-c3ccccc3)c(C(F)(F)F)nn2c1C,9,-9,3,-0.6,2,-3,-7,-2,-5
Cc1ccc(NC(=O)COc2ccc(/C=C3/NC(=O)NC3=O)cc2)cc1,-5,-1,5,3.0,-9,-4,24,4,13
C/C(=N\N1CCN(Cc2ccccc2Cl)CC1)c1ccc([N+](=O)[O-])cc1,2,1,0,-0.4,6,-2,10,-4,5
CCC(CC)C(=O)N1c2ccc(F)cc2CCC1C (stereo unspecified),1,4,0,1.3,-2,-1,2,1,0
Cc1ccc(NC(=O)CN2CCC(C(N)=O)CC2)cc1[N+](=O)[O-],-9,-10,0,-7.1,0,-3,0,-4,22
CCOC(=O)c1ccc(-n2c(CN3CCOCC3)nc3ccc([N+](=O)[O-])cc3c2=O)cc1,-10,-5,8,0.6,-14,2,-2,-2,-16
CCOC(=O)c1c(=O)n(O)c2ccc(OC)cc2[n+]1[O-],8,7,2,28,3,3,-4,6,-14
O=C(CN1CCCCC1)Nc1cccc(Br)c1,-5,0,0,-1.0,-3,-4,-2,0,15
COc1ccc(CN2CCNC(=O)C2CC(=O)N(C)CC2CCOCC2)cc1OC (stereo unspecified),-1,-1,1,-0.9,0,-2,6,4,-10

# Pulled by structure from the list above:
SMILES,M4 PAM,CHRM4 antagonist,M4 ag,CRFR2-BP ag,M5 PAM,M5 ag,M5 antag,IDE inh,CRFR2-BP antag
CCOC(=O)c1c(=O)n(O)c2ccc(OC)cc2[n+]1[O-],8,7,2,28,3,3,-4,6,-14
Cc1ccccc1CNc1nc(N)n(-c2ccccc2)n1,-4,9,1,-1.0,-1,1,-3,1,18
O=C(Cc1ccc([N+](=O)[O-])cc1)c1ccc(O)cc1O,-5,11,3,-2.3,-2,3,-2,5,22
O=C(NCc1cccnc1)Nc1ccc(Cl)cc1,-2,2,1,-0.1,4,-3,-4,3,-6

# New compounds follow
SMILES,M4 PAM,CHRM4 antagonist,M4 ag,CRFR2-BP ag,M5 PAM,M5 ag,M5 antag,IDE inh,CRFR2-BP antag
O=C(c1ccccc1F)N1CCN(c2ccc([N+](=O)[O-])c(NCc3cccnc3)c2)CC1,-9,6,10,-0.5,-3,2,6,5,6
O=S(=O)(Nc1nc2ccccc2nc1Cl)c1ccc2c(c1)OCCO2,0,0,0,-0.2,0,-3,2,-1,6
CSc1nnc(CSCc2ccc(Cl)cc2Cl)n1-c1ccccc1,-2,-8,0,-0.8,-4,-1,9,0,1
COc1cc(C(=O)Nc2nncs2)cc(OC)c1OC,-3,-4,2,0.0,-4,-7,-1,3,-7
COc1ccc(/C=C/c2nc3ccccc3n2C)cc1,4,10,0,0.7,1,-3,5,-2,4
O=C(OCN1C(=O)c2ccccc2C1=O)c1ccco1,1,-5,1,-2.9,-10,-2,6,-5,18
CCCN(CCC)C(=O)CSc1nc2c(sc(=S)n2-c2ccc(OCC)cc2)c(=O)[nH]1,9,-10,0,-0.7,4,-3,6,4,27
CN(Cc1ccccc1)C(=O)CN(C1CCCCC1)S(C)(=O)=O,0,-4,1,-1.4,1,-3,-4,3,6
COc1ccc(-c2nc(CN3CCN(C(=O)c4ccco4)CC3)c(C)o2)c(F)c1,-3,-4,5,-1.1,-4,1,4,-3,-3
Cc1ccc(Cl)cc1N1CCN(S(=O)(=O)c2c(C)noc2C)CC1,-4,5,2,1.6,-1,-6,-17,6,-15
Cn1c(Cn2c(=O)sc3ccccc32)nnc1SCC(=O)Nc1ccccc1F,0,-8,1,2.2,-5,0,-1,3,-11
O=C(Cn1ccc([N+](=O)[O-])n1)NCC1CCCO1 (stereo unspecified),-2,2,1,4.0,4,-3,-2,nt,-29
CCCCNC(=S)N(CCCO)Cc1cc2cc3c(cc2[nH]c1=O)OCO3,13,-6,1,-2.6,8,0,-14,nt,11
CCOC(=O)/C(C#N)=C\c1c(OCC)n(CC)c2ccccc12,-5,-5,2,-1.1,-10,-2,7,2,12
CC(C)OC(=O)CC(=O)CSc1nc2c(cc1C#N)CCCCC2,0,0,0,-2.0,4,-12,-3,-4,-7
COc1cc(C(=O)Nc2cc(-c3cn4cccnc4n3)ccc2C)cc(OC)c1OC,2,-2,2,-1.9,5,5,-2,-2,8
CC1CCN(C(=O)CCNS(=O)(=O)c2ccccc2)CC1,1,4,1,1.3,-3,1,3,2,-10
CCOCCn1c(CN2CCCCC2)nc2c1c(=O)n(C)c(=O)n2C,1,6,0,4.8,0,1,3,3,-13
COc1cccc(C(=O)Nc2cccc(C(C)=O)c2)c1,11,-8,1,-0.1,-8,-1,3,1,-17
CC(C)C[C@H]1CNC(=S)N1C[C@H]1CCCN1C[C@H](Cc1ccccc1)N1C[C@H](Cc2ccc(O)cc2)N(CC2CCCCCC2)C1=S,4,-7,1,nt,-3,3,2,nt,nt
COc1ccccc1-c1sc2ccccc2c1C#CC1(O)CCCCC1,14,-25,1,2.9,8,3,-18,2,2
CCc1nnc2n1N=C(c1ccc([N+](=O)[O-])cc1)CS2,-3,13,0,0.1,0,-2,8,10,-1
CCCNC(=O)c1sc2c(c1C(=O)Nc1ccccn1)CCCC2,9,-10,2,1.3,1,1,3,-1,-19
Cc1ccc(Cc2c(-c3ccccc3)nc3cc(C)ccn23)cc1,0,-4,-2,1.7,-7,-2,0,nt,-2
COC(=O)c1ccc(COc2ccccc2/C=C(\C#N)C(=O)Nc2c(C)cccc2C)cc1,-6,-9,2,1.8,-4,0,-8,5,-21
Cc1ccc(Nc2c(-c3ccco3)nc3ccccn23)cc1,3,-22,-1,0.8,3,0,-4,1,2
